TNAP pNPP inh: blocks human TNAP p-nitrophenol release; P05186; purified TNAP, pNPP hydrolysis, absorbance 405 nm; inhibition, % at 20 µM; 21,000 tested, under 10 active;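 also: 0% = DMSO only wells and 100% = 1 mM levamisole wells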
Target sequence (P05186 whole entry, looked up): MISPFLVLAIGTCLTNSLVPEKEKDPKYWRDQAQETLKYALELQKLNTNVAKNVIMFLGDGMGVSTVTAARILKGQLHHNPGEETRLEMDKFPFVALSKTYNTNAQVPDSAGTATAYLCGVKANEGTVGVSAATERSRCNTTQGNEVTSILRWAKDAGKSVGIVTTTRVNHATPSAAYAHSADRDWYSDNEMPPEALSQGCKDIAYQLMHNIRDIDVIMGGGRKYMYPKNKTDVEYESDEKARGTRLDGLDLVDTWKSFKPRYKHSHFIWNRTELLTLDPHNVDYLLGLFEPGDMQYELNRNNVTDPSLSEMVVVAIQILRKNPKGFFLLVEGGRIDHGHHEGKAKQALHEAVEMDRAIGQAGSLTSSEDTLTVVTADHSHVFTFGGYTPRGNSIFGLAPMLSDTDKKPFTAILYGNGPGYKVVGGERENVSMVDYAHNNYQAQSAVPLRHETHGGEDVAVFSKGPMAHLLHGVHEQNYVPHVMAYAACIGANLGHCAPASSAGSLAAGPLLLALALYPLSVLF
TNAP Pi inh: human TNAP inhibition, phosphate detection; 21,000 tested, under 10 active; P05186; purified TNAP, pNPP, malachite green phosphate absorbance; inhibition, % at 20 µM
Active calls of the source: *.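 The calls were made as follows: active = inhibition above 50% at the 20 µM single-dose screen; inactive = the rest.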 This is a subset, so the mix of outcomes need not match the whole.

SMILES	TNAP pNPP inh	TNAP Pi inh
COc1ccc(S(=O)(=O)N(Cc2ccc(OC)c(OC)c2)Cc2ccco2)cc1	4	-1
COCCOC(=O)c1c(C)oc2ccc(OC(=O)COc3c(F)c(F)c(F)c(F)c3F)cc12	-1	1
COc1ccc(CNC2CCCCC2)cc1	4	0
Cc1ccc2cc(CN(Cc3ccco3)C(=O)c3cccs3)c(=O)[nH]c2c1	7	14
Cc1nc(NCc2ccccc2)[nH]c(=O)c1CCC(C)C	2	-3
Cc1ccc(C2=CSC3=NCCN23)c(C)c1	3	14
CCn1c(SCc2nnc(-c3ccccc3)o2)nc2c1c(=O)n(C)c(=O)n2C	4	9
O=C(Nc1ccccc1)C1CC=CCC1C(=O)OCC1CCCO1 (stereo unspecified)	2	7
Cc1ccc(CNc2ccc3c(c2)ncn3C)cc1	5	-8
NCCc1nnc(SCc2ccccc2)o1	4	9
O=c1[nH]c(CSc2ncc(-c3ccc(F)cc3)n2Cc2ccco2)nc2ccccc12	5	-2
O=C(NCCOc1ccccc1)c1n[nH]c(=O)c2ccccc12	5	9

As a short view, some entries already given:
SMILES	TNAP pNPP inh	TNAP Pi inh
O=c1[nH]c(CSc2ncc(-c3ccc(F)cc3)n2Cc2ccco2)nc2ccccc12	5	-2
O=C(NCCOc1ccccc1)c1n[nH]c(=O)c2ccccc12	5	9

Additional results follow.
SMILES	TNAP pNPP inh	TNAP Pi inh
c1ccc(-c2nnc(CSc3nnc(-c4ccncc4)n3Cc3ccco3)o2)cc1	10	15
O=C(c1cc2ccccc2oc1=O)N(Cc1ccc2c(c1)OCO2)Cc1ccco1	2	5
Cc1cc(C)cc(NC(=O)NCc2nnc(SCc3ccccc3)n2C)c1	7	9
CCOC(=O)c1c(N)sc2c1CCC1C(=O)N(C3CCCCC3)C(=O)C21 (stereo unspecified)	5	8
OCC1(CO)COC2(CCCC2)N1	6	10
CCCn1c(=NC(=O)c2ccncc2)c(C(=O)OCC)cc2c(=O)n3cccc(C)c3nc21	5	-1
COc1cc(CC(=O)O)c(C(C)=O)cc1OC	0	6
COc1ccc2c(c1)c1ccccc1n2C	2	-3
CCNC(=O)NC(=O)COC(=O)CCCSc1nc2ccccc2[nH]1	2	9
CC(=O)OCN(C#N)c1nc(N(C)C)nc(N(C)C)n1	-1	6
CCCS(=O)(=O)N1CCN(C(=O)COc2ccc(-c3ccccc3)cc2)CC1	1	6
O=C(Cc1ccccc1)Nc1ccc(NC(=O)c2ccco2)nc1	-5	3
CC1(C)c2ssc(=S)c2-c2ccccc2N1C(=O)c1ccco1	-11	-2
O=C(O)c1ccc(OC(F)(F)C(F)C(F)(F)F)cc1 (stereo unspecified)	5	9
N#Cc1c2c(c(N3CCN(c4ccccn4)CC3)n3c1nc1ccccc13)CCC2	3	-5
O=C(NCCCNCc1ccccc1)c1ccncc1	4	6
CCc1nc(Nc2ccncc2)c2oc3ccccc3c2n1	1	-19
COCCN(C(=O)Nc1ccccc1)c1ccccc1C	5	10
CCc1ccc2[nH]c(=O)c(CN(CCN3CCOCC3)C(=O)Nc3ccccc3F)cc2c1	4	-6
CC(=O)Nc1sc2c(c1C#N)CC(C)(C)NC2(C)C	0	6
Cc1cccn2c(=O)c3cc(C(N)=S)c(=N)n(CCCOC(C)C)c3nc12	0	0
CSc1ccccc1NC(=O)c1cccs1	0	4
COc1ncnc2c1N[C@@](C)(O)c1c(F)c(F)c(F)c(F)c1S2	4	8
CCCOC(=O)c1ccc2c(c1)C(=O)N(c1ccccc1)C2=O	1	6
O=C(c1cccc(F)c1)N1CCN(c2cccc(Cl)c2)CC1	3	6
CC(NC(=O)OC(C)(C)C)C(=O)Oc1ccc2ccc(=O)oc2c1 (stereo unspecified)	-2	-3
CC1(C)C(=O)C2(CCCCC2)C(=O)OC1c1ccc(O)cc1 (stereo unspecified)	3	-1
CCOc1ccc(OCC)c(S(=O)(=O)NCCCN2CCOCC2)c1	7	11
O=C1CC(c2ccco2)c2ccc3ccccc3c2N1 (stereo unspecified)	-1	2
O=C(Nc1ccc(Cl)cc1C(=O)NCCN1CCOCC1)c1ccco1	-11	-7
CCn1nccc1C(=O)Nc1ccc(Cl)cc1Cl	0	0
Cc1cc(C)nc(NCC(O)COc2ccccc2C)n1 (stereo unspecified)	5	10
COc1cc(OC)cc(-c2nnc(SCc3cccnc3)o2)c1	0	0
O=C(Nc1ccc2nc(C3CC3)n(Cc3ccc(F)cc3)c(=O)c2c1)c1ccco1	3	10
O=S(=O)(N[C@@H]1C[C@H]2CC[C@@H]1C2)c1cccs1	4	8
OC(COc1ccc2c(c1)CCC2)CN1CCN(c2ccccc2F)CC1 (stereo unspecified)	0	-10

Single entries from the results shown:
TNAP Pi inh with O=C(NCCOc1ccccc1)c1n[nH]c(=O)c2ccccc12 → 9
TNAP Pi inh with O=c1[nH]c(CSc2ncc(-c3ccc(F)cc3)n2Cc2ccco2)nc2ccccc12 → -2
TNAP Pi inh with COc1ccc2c(c1)c1ccccc1n2C → -3

Next section
SMILES	TNAP pNPP inh	TNAP Pi inh
CCC1(CC)C(=O)C(C)(C)C(=O)OC1c1ccccn1 (stereo unspecified)	2	9
Cc1ccc(N2CC(C(=O)Nc3cccnc3)CC2=O)cc1 (stereo unspecified)	-2	5
c1ccc(-c2nc3ccccc3nc2N2CCOCC2)cc1	4	1
O=C(Nc1ccc2c(c1)ncn2C1CCCCC1)c1ccco1	5	10
Cc1ccc(C(=O)CCC(=O)Nc2cccnc2)cc1C	4	1
CCn1c(C(O)c2cccc(OC)c2OC)nc2ccccc21 (stereo unspecified)	-6	0
COc1ccc(Cn2nnnc2C(CC(C)C)N2CCN(c3ccccc3)CC2)cc1 (stereo unspecified)	0	-20
CCc1cc2c(=O)n(Cc3ccco3)c(SCC(=O)N3CCCc4ccccc43)nc2s1	4	-17
O/N=C(/Cc1ccccn1)c1ccccc1	0	0
CC(C)Cn1c(N)c(C(=O)NCC2CCCO2)c2nc3ccccc3nc21 (stereo unspecified)	5	-9
O=C(Nc1ccc2c(c1)CCC2)C1CCN(c2ncccn2)CC1	3	10
COc1ccc(-n2ncc3c(Nc4cccc(C)c4)ncnc32)cc1	1	4
O=c1[nH]c(-c2ccc(Cl)cc2)nc2c1cnn2-c1ccccc1	1	-26
O=C(Cn1nc(C(F)(F)F)c2c1CCC2)NC1CCCCC1	5	16
Cc1ccc(S(=O)(=O)N2CCN(S(=O)(=O)c3ccc(C)cc3)C3OCCOC32)cc1 (stereo unspecified)	-7	-5
Cc1ccc(C2CC(C(F)(F)F)n3nc(C(=O)NCc4c(C)nn(C)c4C)c(Cl)c3N2)cc1 (stereo unspecified)	2	6
CCOC(=O)C1C(=O)OC2(CCOC(C)(C)C2)C1C(=O)OCC (stereo unspecified)	4	10
COC(=O)c1[nH]c(C)c(/C(O)=C2\C(=O)C(=O)N(CCN3CCOCC3)C2c2ccccc2OC)c1C (stereo unspecified)	6	10
CCOc1cc(S(=O)(=O)n2c(C)nc3ccccc32)ccc1F	2	14
COC(=O)c1cc(NC(=O)CN2CCC(C(N)=O)(N3CCCCC3)CC2)cc(C(=O)OC)c1	-7	3
O=C(Oc1cccc(-n2cnnn2)c1)C1CCCCC1	0	16
O=C(CSc1nc2ccccc2o1)Nc1nc2ccccc2s1	3	7
O=C(c1cccnc1)N1CCN(CCCc2ccccc2)CC1	6	-5
COc1cccc(NC(=O)C(C#N)Cc2ccncc2)c1 (stereo unspecified)	2	8
CCOC(=O)CNS(=O)(=O)c1cc(-c2n[nH]c(=O)c3ccccc23)ccc1C	1	7
Cc1nc(NC(=O)CSc2nnc(C)n2CC2CCCO2)sc1C (stereo unspecified)	8	12
O=C(CSc1ccccc1)N1CCN(c2ccccc2)CC1	4	10
COc1ccc(S(=O)(=O)NCc2ccncc2)cc1OC	2	-11
CCOC(=O)C1CCCN(C(=O)c2ccccc2SCCOC)C1 (stereo unspecified)	3	8
CC(c1nnnn1C1CCCCC1)N(Cc1ccccc1)Cc1cccnc1 (stereo unspecified)	-10	0
O=C(Nc1ccc(CN2CCOCC2)cc1)c1cccs1	6	9
CN1CCN(CC#CC2(O)CCCCC2)CC1	-2	3
O=C(c1cccs1)N1CCN(C(=O)C2CCCO2)CC1 (stereo unspecified)	2	8
COc1ccc(-c2cc(C(F)(F)F)n3nc(C(=O)N4CCOCC4)c(Cl)c3n2)cc1	-2	6
CCOC(=O)Nc1nnc(CCc2ccccc2)s1	4	-15
CCCC(=O)Nc1ccc2c(c1)nc1n2CCOC1	0	4
O=C(Nn1cnnc1)c1ccccc1CCc1ccccc1	6	15
C=CCn1c(-c2ccco2)n[nH]c1=S	3	5
CCCc1cc2c(=O)c(-c3ccccn3)c(C)oc2cc1O	-1	6
CCc1oc(C(=O)O)cc1COC	3	10
O=C(c1ccc2c(c1)OCO2)N1CCCc2ccccc21	6	7
Cc1ccc(-c2csc3ncn(/N=C/N(C)C)c(=O)c23)o1	3	4
CCC(Sc1nc(C)cc(C)n1)C(=O)O (stereo unspecified)	9	7
CC(C)OC(=O)c1sc2nc3c(cc2c1N)C(=O)CCC3	-1	4
Clc1ccc(Cc2noc(-c3cccs3)n2)cc1	5	-10
CCN1CCCC1Cn1cnc2c([nH]c3ccc(Cl)cc32)c1=O (stereo unspecified)	3	9
CC(=O)c1ccc(NC(=O)C2CCC(C)(C(=O)O)C2(C)C)cc1 (stereo unspecified)	4	5
CCOC(=O)C(Cc1ccccc1)NC(=O)CNC(C)=O (stereo unspecified)	4	6
COc1ccc(OC)c(S(N)(=O)=O)c1	4	10
Cc1nc2cc(NC(=O)Nc3ccc(N4CCOCC4)cc3)ccc2n1C	0	0
C=CCNC(=O)Nc1ccc2oc(C)nc2c1	0	0
CN(C)c1nc(OCCOC(=O)COc2ccc(Cl)cc2Cl)nc(N(C)C)n1	4	12
O=C1CC(c2ccc(F)cc2)Cc2nc(N3CCc4ccccc43)ncc21 (stereo unspecified)	1	8
COc1ccccc1OCC(=O)NCc1ccco1	3	10
O=C1CCc2nc3ccccc3c(=O)n2N1	-2	-15
CCn1c(CNc2nc(-c3ccccc3)cs2)nnc1SCC(=O)NCc1ccco1	-8	0
Nc1ccc2oc3ncccc3c(=O)c2c1	0	2
CCC1SC(N)=NC1=O (stereo unspecified)	3	8
Cc1cccc(C)c1NC(=O)CS(=O)CC(=O)NC1CCN(Cc2ccccc2)CC1 (stereo unspecified)	-3	11
O=C(CC12CC3CC(CC(C3)C1)C2)NCO	-7	4
The results go on.
SMILES	TNAP pNPP inh	TNAP Pi inh
Cc1nnc(NC(=O)c2ccc3c(c2)C(=O)N(CC2CCCO2)C3=O)s1 (stereo unspecified)	3	10
O=C(Nc1ccc(Cl)cc1)N1CCC(c2nc(-c3cccs3)no2)CC1	2	-18
CCOC(=O)C1CCCN(C2CC(=O)N(c3cccc(C(F)(F)F)c3)C2=O)C1 (stereo unspecified)	5	-19
COc1ccc(/C(O)=C2\C(=O)C(=O)N(Cc3ccco3)C2c2cc(OC)ccc2OC)cc1 (stereo unspecified)	4	10
CC(Sc1ccc2ccccc2n1)C(=O)O (stereo unspecified)	2	8
CCOc1ccc(-c2nnc(SCc3nnc(-c4ccccc4)o3)n2-c2ccccc2F)cc1	1	12
CCC(C)C(=O)N1CCc2cc(-c3csc(N)n3)ccc21 (stereo unspecified)	-10	-2
Cc1cccc(OCC(O)CN2C(C)(C)CC(O)CC2(C)C)c1 (stereo unspecified)	5	-5
C=CCNC(=O)Nc1ccc(OCC)cc1	4	6
CCSc1cc(C2C(C#N)=C(N)OC(C)=C2C(=O)OC)c(C)o1 (stereo unspecified)	0	0
O=C(NC1CCCCC1)C1CCN(c2nnnn2-c2ccccc2)CC1	6	11
C=CCn1c(=O)/c(=C/c2ccc(F)cc2)s/c1=C(\C#N)c1nnc2n1CCCCC2	4	16
COc1cc(OC)c(C(=O)Nc2ccc(S(=O)(=O)Nc3ncccn3)cc2)cc1OC	0	0
O=C(c1ccccc1)N(c1ccccc1)C1C=CS(=O)(=O)C1 (stereo unspecified)	4	9
Cc1cccc(-c2noc(Cc3ccc(Cl)cc3)n2)c1	0	0
CC(C)CCNC(=O)[C@H](CC(C)C)NC(=O)[C@H]1O[C@@H]1C(=O)O	5	10
OCCN1CCN(CCSc2ccccc2)CC1	5	-20
Cc1ccccc1-n1c(SCC(=O)NCc2cccs2)nnc1-c1ccncc1	-8	-3
COC(=O)C1=C(C)N(c2ccc(OC)c(OC)c2)C(=O)C1	5	16
Cc1ccc(C)n1Cc1ccc(C(=O)O)cc1	5	10
CCCCn1c(SCC(=O)Nc2nnc(C(C)C)s2)nc2c1c(=O)n(C)c(=O)n2C	4	8
c1ccc(-c2nn3c(Cn4nnc5ccccc54)nnc3s2)cc1	-12	-10
Cc1cc(=O)oc(C)c1C(=O)NCC(C)C	-1	-1
COC(=O)c1cc(COc2ccc3ccc(=O)oc3c2)c(C)o1	0	0
COc1ccc(Cl)cc1NC(=O)CSc1nnc(COc2ccccc2)n1N	3	5

Record cards (already shown). Order of screens: TNAP pNPP inh	TNAP Pi inh
CCCCn1c(SCC(=O)Nc2nnc(C(C)C)s2)nc2c1c(=O)n(C)c(=O)n2C is listed as 4	8
OCCN1CCN(CCSc2ccccc2)CC1 is listed as 5	-20
Cc1cc(=O)oc(C)c1C(=O)NCC(C)C is listed as -1	-1
COC(=O)C1=C(C)N(c2ccc(OC)c(OC)c2)C(=O)C1 is listed as 5	16
COc1ccc(Cl)cc1NC(=O)CSc1nnc(COc2ccccc2)n1N is listed as 3	5

An excerpt from above in order of SMILES length, low to high.
SMILES	TNAP pNPP inh	TNAP Pi inh
Cc1ccc(CNc2ccc3c(c2)ncn3C)cc1	5	-8
Cc1cccc(OCC(O)CN2C(C)(C)CC(O)CC2(C)C)c1 (stereo unspecified)	5	-5
COc1ccc(Cn2nnnc2C(CC(C)C)N2CCN(c3ccccc3)CC2)cc1 (stereo unspecified)	0	-20
